Screening data from PubChem.
AmpC inh detg: inhibitors of E. coli AmpC beta-lactamase with detergent. P00811. 370,000 compounds, 0.041% hits. AmpC hydrolysis of nitrocefin, absorbance 480 nm, 0.01% Triton. Potency, µM (highest dose often 114 µM), for the others: at the top dose activity change, negative = inhibition, hits mostly inhibitors;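 further: potency means the concentration at half of the fitted maximal effect; 0% = no-compound wells and -100% = no-enzyme wells; nearly all actives have a fitted effect of over 25% in size; some results filed as inactive show a strong effect at the top dose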
Target sequence (P00811 whole entry, looked up): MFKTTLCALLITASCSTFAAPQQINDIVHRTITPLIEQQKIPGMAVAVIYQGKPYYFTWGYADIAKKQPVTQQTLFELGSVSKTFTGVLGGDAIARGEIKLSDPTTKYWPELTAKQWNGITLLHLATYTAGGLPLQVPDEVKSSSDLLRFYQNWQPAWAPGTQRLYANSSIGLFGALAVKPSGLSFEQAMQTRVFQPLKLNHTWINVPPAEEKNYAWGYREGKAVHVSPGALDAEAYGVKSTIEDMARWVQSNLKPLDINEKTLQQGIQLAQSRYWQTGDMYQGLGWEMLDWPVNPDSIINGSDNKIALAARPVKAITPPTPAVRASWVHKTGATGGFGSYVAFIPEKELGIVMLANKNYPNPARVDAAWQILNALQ
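20 mM phosphate pH 7.0 + 0.01% (detergent screen) or 0.0001% Triton X-100; 5.3 nM AmpC reagent; cpd preinc 15 min RT; nitrocefin (800 uM stock) to start; A480 q20 s × 4 min; Activity was normalised to no-enzyme and no-compound control wells.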
Cycloheximide cs: counter-screen for Shiga toxin inhibitors: cycloheximide protein synthesis inhibition; cell reporter, cycloheximide protein synthesis inhibition counterscreen; max response, %; 300,000 compounds, 12% hits; AID 2314; in the data active means max response mostly above about 13%, no sharp cut-off; inactive means mostly below about 14%; further: read at 38.3 µM for the half of the compounds with a filed dose; 0% is about no effect
FBPA Giardia inh: blocks Giardia fructose-bisphosphate aldolase activity; 290,000 compounds, 0.71% hits; purified Giardia FBPA; Potency, µM (top dose mostly 59.6 µM), for the others: at the highest dose activity, negative = inhibition, usual class: inhibitors; further: potency means the concentration at half of the fitted maximal effect; on the % scale 0 is the no-effect control and ±100 the full control effect; nearly all actives have a fitted effect of over 55% in size
Target sequence (A8B2U2 whole entry, looked up): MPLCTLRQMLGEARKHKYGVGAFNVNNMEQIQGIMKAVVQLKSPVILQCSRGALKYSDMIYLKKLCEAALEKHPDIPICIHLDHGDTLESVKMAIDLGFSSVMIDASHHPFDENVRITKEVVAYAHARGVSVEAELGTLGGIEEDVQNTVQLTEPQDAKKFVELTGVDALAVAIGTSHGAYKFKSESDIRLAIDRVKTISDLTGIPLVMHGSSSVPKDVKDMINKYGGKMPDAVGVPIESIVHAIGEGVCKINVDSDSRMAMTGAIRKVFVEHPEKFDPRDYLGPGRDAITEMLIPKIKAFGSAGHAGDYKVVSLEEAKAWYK
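Giardia FBPA (40 nM reagent) was preincubated 10 min at RT with compound (up to 57.5 uM final), then substrate plus GAPDH/TPI/NAD/arsenate coupling system with diaphorase/resazurin was added; resorufin fluorescence (525/598 nm) was read after 20 min.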
AmpC inh no detg: inhibitors of E. coli AmpC beta-lactamase without detergent. P00811. AmpC nitrocefin hydrolysis, absorbance 480 nm, 0.0001% Triton. Potency, µM (top dose mostly 57.1 µM), without a hit: at the top dose activity change, negative = inhibition, usual class: inhibitors. 330,000 compounds, 0.52% hits. AID 485341;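 further: potency means the concentration at half of the fitted maximal effect; plate controls were no compound for no effect and no enzyme for full effect; nearly all actives have a fitted effect of over 20% in size; some results filed as inactive show a strong effect at the top dose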
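20 mM phosphate pH 7.0 + 0.01% (detergent screen) or 0.0001% Triton X-100; 5.3 nM AmpC reagent; cpd preinc 15 min RT; nitrocefin (800 uM stock) to start; A480 q20 s × 4 min; Activity was normalised to no-enzyme and no-compound control wells.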
HCMV inh: blocks human cytomegalovirus replication | 410,000 compounds, 4.5% hits | HFF cells, HCMV-luciferase reporter, 72 h; stronger effect = lower value | activity change, negative = inhibition, % at 57.5 µM; in the data active means activity change below about -60%; inconclusive means no clear call, values can overlap the other calls; inactive means above about -39%; further: on the % scale 0 is the no-effect control and ±100 the full control effect
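After 16 h attachment at 37C, HFF cells received test compound and HCMV-luciferase (1 PFU/cell); reporter luminescence read 72 h later, data normalized against buffer-only and known inhibitor Salinomycin.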
AMA1 RON2 block: inhibitors of Plasmodium falciparum AMA1-RON2 interaction | Potency, µM (series often up to 58.2 µM), inactives show top-dose activity change, negative = inhibition, most hits filed as inhibitors | 360,000 compounds, 0.2% hits | AlphaScreen AMA1-biotinylated RON2 peptide binding;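 further: potency means the concentration at half of the fitted maximal effect; 0% = vehicle wells and -100% = peptide control; nearly all actives have a fitted effect of over 45% in size; some results filed as inactive show a strong effect at the top dose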
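AMA1 (3D7) with his tag at 25 nM final met compounds first, then biotinylated RON2 peptide at 25 nM; detection used donor plus acceptor beads, 10 µg/mL apiece, read by AlphaScreen after 30 min at room temperature.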
Shiga toxin inh: inhibitors of Shiga toxin in Vero cells; inhibition, % at 38.7 µM; Vero cells, Shiga toxin protein synthesis inhibition reporter; AID 2315; 290,000 compounds, 9.2% hits; in the data active means inhibition mostly above about 28%, no sharp cut-off; inactive means mostly below about 43%; further: 0% is about no effect
An asterisk follows results filed as active; ? = inconclusive; / = not tested or not shown; & = joins results of further samples; [ ] = another dose, or the depositor's remark. Unless noted, the call rests on the fitted dose curve; in most records, active means well fitted curve in the direction sought with a large enough effect; inconclusive means small, poorly fitted or top-dose-only effect, or another doubt; inactive means no such curve, though single readings can be large; an effect the other way counts as inactive or inconclusive.

nr	Structure	AmpC inh detg	Cycloheximide cs	FBPA Giardia inh	AmpC inh no detg
1	COc1ccc(OC)c(CN2CCCC(C(=O)N3CCCCC3)C2)c1 (stereo unspecified)	-13%	16	-29%	1%
2	COC(=O)CN1C(=O)C(O)(CC(=O)c2ccc(C)o2)c2ccccc21 (stereo unspecified)	-5%	-4	2%	-4%
3	Cc1onc(-c2c(F)cccc2Cl)c1C(=O)N[C@@H]1C(=O)N2C(C(=O)O)C(C)(C)S[C@H]12 (stereo partly specified)	2.5µM*	/	/	/
4	O=C(c1ccc(Cl)c([N+](=O)[O-])c1)N1CCN(c2ccccn2)CC1	1%	-2	1%	-12%
5	COc1cccc(C(=O)Nc2c3c(nn2-c2cccc(C)c2C)CS(=O)(=O)C3)c1OC	-1%	-3	-1%	34%
6	CC(=O)Nc1ccc(NCC(O)COc2ccccc2)cc1 (stereo unspecified)	0%	-3	-3%	-15%
7	CCOC(=O)N1CCC(N2C(=O)c3ccc(C(=O)Nc4cccc(OC)c4)cc3C2=O)CC1	2%	-3	/	33%
8	CN(C)c1ccc(-n2cccc2)cc1	-1%	16*	4%	-5%
9	COc1cc(C2C(C#N)=C(N)N(c3ccc(F)cc3)C3=C2S(=O)(=O)CC3)ccc1O (stereo unspecified)	11%	4	?	-35%
10	CC(C(=O)Nc1ccc(C(=O)O)cc1)N1C(=O)c2ccccc2C1=O (stereo unspecified)	?	-1	-1%	-15%

nr	HCMV inh	AMA1 RON2 block	Shiga toxin inh
1	31	-15%	23
2	-16	-11%	-4
3	-27	30%[activator]	/
4	?	4%	22
5	-5	8%	-14
6	64	-4%	-18
7	27	-8%	-2
8	-38	20µM*	20
9	-10	-3%	24
10	13	5%	-4

Next part:
nr	Structure	AmpC inh detg	Cycloheximide cs	FBPA Giardia inh	AmpC inh no detg
11	CNC(=O)/C(C#N)=C/c1c(N(Cc2ccccc2)Cc2ccccc2)nc2ccccn2c1=O	-2%	-8	8%	45%
12	C#CCN1C(=O)C2C(C(=O)NC)C3C=CC2(O3)C1C(=O)NCc1ccc(OC)cc1 (stereo unspecified)	-16%	-5	1%	86%[activator]
13	CCSC1=C(C#N)C(c2ccccc2Cl)C(C(=O)c2cccs2)C(O)(C(F)(F)F)N1 (stereo unspecified)	7%	6	-18%	-2%
14	COc1ccc(N2CCCn3c2nc2c3c(=O)n(CCCc3ccccc3)c(=O)n2C)cc1	-2%	9	4%	-6%
15	O=C(COc1ccccc1)Nc1ccc(NC(=O)c2ccco2)cc1	1%	10	-3%	-7%
16	O=C(O)c1ccc(-c2nc3ccccc3s2)o1	-8%	45*	13%	-9%
17	O=C(c1ccc(Cl)c(S(=O)(=O)N2CCc3ccccc32)c1)N1CCN(c2ccccc2O)CC1	/	/	/	-8%
18	C[C@H](NC(=O)c1ccc(Cl)cc1)C(=O)NNC(=O)c1cccs1	2%	/	/	-12%
19	Cc1ccc(Oc2cc(C#N)c(C#N)cc2-n2nnc3ccccc32)cc1C	?	-5	2%	-24%
20	Cc1ccc(/C=C/C(=O)CCC(=O)O)cc1	4%	35*	11%	-17%

nr	HCMV inh	AMA1 RON2 block	Shiga toxin inh
11	-36	-11%	-13
12	-10	-1%	17
13	-8	-5%	-3
14	2	/	12
15	-7	0%	17
16	2	23%	78*
17	-39	-15%	/
18	-4	23%	/
19	/	18%	-8
20	44	0%	64*

4 structures out of the list, sorted by SMILES length, ascending:
nr	Structure	AmpC inh detg	Cycloheximide cs	FBPA Giardia inh	AmpC inh no detg
16	O=C(O)c1ccc(-c2nc3ccccc3s2)o1	-8%	45*	13%	-9%
15	O=C(COc1ccccc1)Nc1ccc(NC(=O)c2ccco2)cc1	1%	10	-3%	-7%
19	Cc1ccc(Oc2cc(C#N)c(C#N)cc2-n2nnc3ccccc32)cc1C	?	-5	2%	-24%
13	CCSC1=C(C#N)C(c2ccccc2Cl)C(C(=O)c2cccs2)C(O)(C(F)(F)F)N1 (stereo unspecified)	7%	6	-18%	-2%

nr	HCMV inh	AMA1 RON2 block	Shiga toxin inh
16	2	23%	78*
15	-7	0%	17
19	/	18%	-8
13	-8	-5%	-3

New compounds follow:
nr	Structure	AmpC inh detg	Cycloheximide cs	FBPA Giardia inh	AmpC inh no detg
21	Cc1cc(-c2ccc(C)c(S(=O)(=O)NCCCN3CCN(c4ccccc4)CC3)c2)on1	-2%	-3	/	81%[activator]
22	CCc1ccc(Nc2nnc(SCc3cc(=O)n4ccsc4n3)s2)cc1	0%	10	-13%	-16%
23	CC(NS(=O)(=O)c1ccc(CCC(=O)NCc2cccnc2)cc1)c1ccccc1 (stereo unspecified)	-5%	-4	23%	-5%
24	O=C(NCc1cccs1)C1CCCN(c2ncccn2)C1 (stereo unspecified)	-11%	2	-2%	3%
25	CC1=[N+](CC(=O)c2ccccc2)CCn2cccc21	2%	34*	-8%	-13%
26	CCN(CC)S(=O)(=O)c1ccc2nc(NC(=O)c3cccs3)sc2c1	2%	48*	18%	-28%
27	COC(=O)CC1C(=O)NCCN1C(=O)CSc1nc2cc(Cl)ccc2o1 (stereo unspecified)	-5%	-4	2%	-6%
28	CCCCCc1nc2c(=O)[nH]c3ccccc3c2o1	1%	13	5%	-21%
29	CN(CC(=O)Nc1ccc(OC(F)(F)F)cc1)C(=O)Cn1c(=O)cnc2ccccc21	-6%	/	/	1%
30	Cc1ccc(C(=O)NC(=C(Cl)Cl)S(=O)(=O)c2ccccc2)cc1	0%	103*	1%	-19%

nr	HCMV inh	AMA1 RON2 block	Shiga toxin inh
21	0	-17%	-4
22	-2	16%	-6
23	-26	4%	-15
24	8	-1%	15
25	119	2%	58*
26	56	18%	65*
27	-16	5%	-15
28	1	-5%	12
29	8	21%	/
30	-70*	2%	161*

(list continues)
nr	Structure	AmpC inh detg	Cycloheximide cs	FBPA Giardia inh	AmpC inh no detg
31	O=C(NC1CCCC1)C(c1ccncc1)N(C(=O)c1ccco1)c1ccc(F)c(Cl)c1 (stereo unspecified)	-13%	-7	13%	34%
32	Cc1ccccc1NC(=O)Cc1nc(COC(=O)c2nc(Cl)ccc2Cl)cs1	2%	/	/	-11%
33	CC(=NCCc1c(C)[nH]c2ccc(OCc3ccccc3)cc12)C1=C(O)CC(c2ccccc2)CC1=O (stereo unspecified)	1%	4	-10%	1%
34	CCOc1ccc(NC(=O)Cc2c(C(=O)O)n(C)c3ccccc23)cc1	3%	-3	-3%	-14%
35	CC1(C)Cc2c(cnn2-c2cccc(F)c2)C(NC(=O)CCc2cnccn2)C1 (stereo unspecified)	3%	41*	7%	24%
36	CCN(CC)CCCNC(=O)c1cn(C)c(=O)c2c1c1ccccc1n2C	-5%	-4	-13%	5%
37	CC(=O)Oc1ccc2oc(/C=C/N(C)C)c([N+](=O)[O-])c2c1	?	30	1%	-17%
38	CCOc1cccc(-c2nnc3sc(COc4ccc(C)cc4)nn23)c1	?	-8	0%	-16%
39	O=C(NNS(=O)(=O)c1ccc(F)cc1)c1ccc([N+](=O)[O-])cc1Cl	-9%	-3	-15%	-17%
40	NC(=O)CSC1=Nc2ccccc2C2=NC(c3ccccc3)C(=O)N12 (stereo unspecified)	-5%	-3	1%	-22%

nr	HCMV inh	AMA1 RON2 block	Shiga toxin inh
31	?	16%	-8
32	-14	7%	/
33	38	-14%	-6
34	40	-5%	-1
35	?	3%	19
36	24	5%	37
37	22	-18%	24
38	-21	0%	-21
39	36	26%	30
40	19	4%	21

Compounds above with a cyano group (four):
nr	Structure	AmpC inh detg	Cycloheximide cs	FBPA Giardia inh	AmpC inh no detg
9	COc1cc(C2C(C#N)=C(N)N(c3ccc(F)cc3)C3=C2S(=O)(=O)CC3)ccc1O (stereo unspecified)	11%	4	?	-35%
11	CNC(=O)/C(C#N)=C/c1c(N(Cc2ccccc2)Cc2ccccc2)nc2ccccn2c1=O	-2%	-8	8%	45%
13	CCSC1=C(C#N)C(c2ccccc2Cl)C(C(=O)c2cccs2)C(O)(C(F)(F)F)N1 (stereo unspecified)	7%	6	-18%	-2%
19	Cc1ccc(Oc2cc(C#N)c(C#N)cc2-n2nnc3ccccc32)cc1C	?	-5	2%	-24%

nr	HCMV inh	AMA1 RON2 block	Shiga toxin inh
9	-10	-3%	24
11	-36	-11%	-13
13	-8	-5%	-3
19	/	18%	-8

The listing continues.
nr	Structure	AmpC inh detg	Cycloheximide cs	FBPA Giardia inh	AmpC inh no detg
41	O=C(COc1ccccc1[N+](=O)[O-])N1CCN(C(=O)c2ccco2)CC1	-1%	-1	-1%	-4%
42	CCOC(=O)NC(Nc1sc2c(c1C(=O)OC)CCN(C)C2)(C(F)(F)F)C(F)(F)F	-9%	1	-26%	14%
43	COc1ccc(C(=O)NCCS(=O)(=O)NCc2ccccc2OC)cc1	-2%	/	/	-16%
44	CN(C(=O)c1cncc(Br)c1)c1c(N)n(Cc2ccccc2)c(=O)[nH]c1=O	1%	/	/	-18%
45	NC(=O)c1cnccn1	-6%	6	-1%&-2%&8%	-21%
46	O=C(CNC(=O)c1ccc(Br)o1)NNC(=O)c1cccc(Cl)c1	-7%	/	/	-17%
47	CN(C)c1ccnc(-n2cccc2/C=N/OCc2cccc(F)c2)c1C#N	-2%	-1	0%	24%
48	O=C(NN=C1CCCCCC1)c1cccs1	?	61*	-12%	-27%
49	CC(C)NC(=O)N(C)C[C@H]1Oc2ccc(NS(=O)(=O)c3cn(C)cn3)cc2C(=O)N([C@H](C)CO)C[C@@H]1C	/	/	/	-9%
50	CSc1ccc(/C=N\NC(=O)CNc2ccc(C)cc2)cc1	?	9	2%	-53%

nr	HCMV inh	AMA1 RON2 block	Shiga toxin inh
41	2	-4%	-2
42	44	1%	13
43	-8	5%	/
44	-5	0%	/
45	-12	2%	-3
46	-9	91%[activator]	/
47	-13	-7%	17
48	-37	57%[activator]	92*
49	34	1%	/
50	10	11%	20

Later entries:
nr	Structure	AmpC inh detg	Cycloheximide cs	FBPA Giardia inh	AmpC inh no detg
51	Cc1cccc(NC(=O)C2CCCC2)c1	?	-3	-3%	0%
52	O=C(CSc1nncc(=O)[nH]1)Nc1cccc([N+](=O)[O-])c1	-1%	-4	3%	-27%
53	COc1ccc(Cn2nnnc2C(c2cc3ccc(OC)cc3[nH]c2=O)N2CCCCCC2)cc1 (stereo unspecified)	-18%	11	-25%	34%
54	COC(=O)c1sccc1NC(=O)CN(C)NS(=O)(=O)c1ccc([N+](=O)[O-])cc1	-9%	-1	0%	-18%
55	COC(=O)c1ccc(Oc2c(C(F)(F)F)oc3c(CN4CCN(C)CC4)c(O)ccc3c2=O)cc1	-8%	2	-3%	157%[activator]

nr	HCMV inh	AMA1 RON2 block	Shiga toxin inh
51	-8	8%	36*
52	40	16%	-25
53	-6	7%	12
54	-25	14%	-7
55	-24	10%	20
